EBI2 antag: EBI2 receptor antagonists, beta-arrestin recruitment, primary screen, cell-based, luminescence, 7a,25-OHC stimulation, uHTS; 7a,25-OHC stimulated; inhibition, % at 5 µM; 360,000 compounds, 0.81% hits; AID 651636, 2012; in the data active means inhibition above about 38%;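 further: enzyme fragment complementation signal reports receptor beta-arrestin coupling in cells; 0% = agonist plus DMSO wells and 100% = wells without agonist; some results beyond the cut were filed as inactive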
Target sequence (P32249 whole entry, looked up, the tested form may be a part): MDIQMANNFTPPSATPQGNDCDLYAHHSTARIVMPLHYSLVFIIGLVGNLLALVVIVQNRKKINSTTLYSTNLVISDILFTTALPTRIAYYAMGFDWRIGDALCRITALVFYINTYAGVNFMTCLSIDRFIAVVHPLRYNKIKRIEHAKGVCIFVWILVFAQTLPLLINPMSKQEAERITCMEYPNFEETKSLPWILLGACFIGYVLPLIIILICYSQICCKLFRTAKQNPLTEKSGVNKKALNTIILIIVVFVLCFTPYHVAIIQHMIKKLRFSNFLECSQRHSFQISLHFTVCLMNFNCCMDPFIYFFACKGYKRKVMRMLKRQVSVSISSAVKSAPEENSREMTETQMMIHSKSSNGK
CXCR6 block: CXCR6 receptor inhibitors, primary screen, cell-based, beta-arrestin, luminescence, CHO-K1 PathHunter, 1536-well; C-X-C chemokine receptor type 6 (Homo sapiens), O00574; inhibition, % at 20 µM; 360,000 compounds, 0.36% hits; AID 602244, 2012; in the data active means inhibition above about 34%, passing the limit was not always enough;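 further: antagonist mode with CXCL16 agonist at 10 nM final; 0% = 10 nM CXCL16 with DMSO and 100% = unstimulated wells without agonist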
Target sequence (O00574 whole entry, looked up): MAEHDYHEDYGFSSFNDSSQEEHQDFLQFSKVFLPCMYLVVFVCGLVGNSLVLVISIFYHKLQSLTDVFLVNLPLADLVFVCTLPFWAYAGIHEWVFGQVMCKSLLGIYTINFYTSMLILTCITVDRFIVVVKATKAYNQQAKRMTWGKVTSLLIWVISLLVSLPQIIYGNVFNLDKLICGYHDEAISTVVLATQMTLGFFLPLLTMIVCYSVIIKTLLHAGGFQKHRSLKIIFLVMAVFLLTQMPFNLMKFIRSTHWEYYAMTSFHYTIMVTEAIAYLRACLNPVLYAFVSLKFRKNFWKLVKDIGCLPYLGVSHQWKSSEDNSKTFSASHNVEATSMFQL
* hit, by the source's call. Only part of the results is shown; the hit share may differ from the screen's.

Fields: EBI2 antag, CXCR6 block
#1 CC(C)C1C(=O)N(Cc2cn(Cc3ccco3)nn2)CCS(=O)(=O)N1Cc1ccc(-c2ccccc2)cc1 (stereo not given)
    19, 4
#2 COc1cc(OC)c(N(C)S(=O)(=O)c2cccc(C(=O)NCc3cccs3)c2)cc1Cl
    14, 5
#3 Cc1nnc(Cc2ccco2)c2n[nH]c(C)c12
    -5, 3
#4 CCCCCCn1c(=O)n2n(c1=O)C[C@]1(OC(=O)NCC3CCCCC3)CN(S(=O)(=O)c3ccc(C)cc3)C[C@]1(O)C2
    16, 2
#5 C[C@@H]1CCCCO[C@@H](CN(C)Cc2ccncc2)[C@@H](C)CN([C@H](C)CO)C(=O)c2cc(NC(=O)c3ccccc3)ccc2O1
    -6, -2
#6 COC(=O)[C@@H](NS(=O)(=O)c1ccc(F)cc1Br)C(C)C
    7, 3
#7 Cc1nc(Br)c(Br)n1Cc1ccccc1
    4, -2
#8 O=C(Nc1ccc(OCCO)cc1)c1csc([C@H]2C[C@H](O)[C@@H](CO)O2)n1
    0, -5
#9 CN(C)C(=O)CNc1ccn2nc(-c3cccc(OCCN4CCOCC4)c3)cc2n1
    -20, 1
#10 Cc1ccccc1-c1cc2nc(NCc3ccccc3F)n(C)c(=O)c2s1
    21, 0
#11 Cc1ccc([C@@H]2CC(=O)[C@@H]3CN(S(=O)(=O)c4ccc(C)cc4)[C@H](c4cccc5ccccc45)C[C@@H]3N2S(=O)(=O)c2ccc(Cl)cc2)cc1
    3, 5
#12 Oc1ccc(C[C@H]2CNC(=S)N2C[C@H]2CCCN2C[C@H](Cc2ccccc2)N2C[C@H](Cc3ccc(O)cc3)N(CC3CCCCCC3)C2=S)cc1
    36, -7
#13 COc1ccc(C(=O)CSc2nc(=O)n3ccc(C)cc3n2)cc1
    10, 5
#14 COc1cccc(Cn2cnc(-c3ccccc3OC)c2C2CC2)c1
    1, 3
#15 O=C(Nc1nnc([C@H]2C[C@H](O)[C@@H](CO)O2)s1)c1cccc(Oc2ccccc2)c1
    2, -2
#16 NC(=O)c1cccc(Nc2nc(C(N)COCc3ccccc3)cs2)n1 (stereo not given)
    -3, 2
#17 Cc1cccc(CN(C)C[C@H]2OCc3cnnn3CCCC(=O)N([C@H](C)CO)C[C@@H]2C)c1
    -5, 4
#18 CCN(CC)C(=O)C1=C(C)N(Cc2ccc(F)cc2)C(=O)C(CC(=O)NCCc2ccccn2)C1 (stereo not given)
    -11, -4
#19 COc1ccc(C(O)c2nc(-c3ccc4ccccc4c3)cs2)cc1 (stereo not given)
    4, -10
#20 Cc1nc(C(F)(F)F)ccc1C(=O)N1CCC1(C)C(=O)NS(=O)(=O)c1ccc(F)cc1F (stereo not given)
    3, -2

3 structures out of the list, sorted by length of the SMILES, falling.
Fields: EBI2 antag, CXCR6 block
#5 C[C@@H]1CCCCO[C@@H](CN(C)Cc2ccncc2)[C@@H](C)CN([C@H](C)CO)C(=O)c2cc(NC(=O)c3ccccc3)ccc2O1
    -6, -2
#4 CCCCCCn1c(=O)n2n(c1=O)C[C@]1(OC(=O)NCC3CCCCC3)CN(S(=O)(=O)c3ccc(C)cc3)C[C@]1(O)C2
    16, 2
#15 O=C(Nc1nnc([C@H]2C[C@H](O)[C@@H](CO)O2)s1)c1cccc(Oc2ccccc2)c1
    2, -2

(more compounds)
Fields: EBI2 antag, CXCR6 block
#21 Nc1ccn([C@@H]2O[C@H](C(=O)Nc3ccc(Oc4ccccc4)nc3)[C@@H](O)[C@H]2O)c(=O)n1
    -5, 5
#22 C[C@H]1CN([C@@H](C)CO)C(=O)CCCn2cc(nn2)CO[C@@H]1CN(C)S(=O)(=O)c1ccc2ccccc2c1
    -6, -3
#23 Cc1ccccc1Nc1n[nH]c(=S)s1
    -17, -4
#24 Cc1cccc(NC(=O)c2cccc(S(=O)(=O)N(C)C3CCCCC3)c2)n1
    3, 5
#25 OCC[C@@H]1C[C@H](O)[C@@H](O)[C@]2(OCc3cc(C(F)(F)F)ccc32)O1
    4, 2
#26 c1cc(-c2ccc3nncn3c2)ccc1CN1CCOCC1
    -5, -6
#27 COC(=O)[C@H]1C[C@H](OC(=O)NC2CC2)[C@@]2(O)CN(S(=O)(=O)c3ccc(C)cc3)CC2[C@H]1C(=O)OC (stereo not given in full)
    -7, -6
#28 Cc1nccn1-c1ccc(NC(=O)[C@H]2O[C@@H](n3ccc(=O)[nH]c3=O)[C@H](O)[C@@H]2O)cc1
    -3, -1
#29 CC(C)(C)n1nnnc1C(c1ccccc1OC(F)(F)F)N1CCN(C/C=C/c2ccccc2)CC1 (stereo not given)
    34, 13
#30 COC(=O)c1ccc(N2C(c3cc(OC)cc(OC)c3)=Cc3ccc(OC)cc3C2CC(=O)c2ccco2)cc1 (stereo not given)
    -10, -5
#31 CC(C)C[C@@H](CN1CCC[C@H]1CN1C(=O)C(=O)NC[C@@H]1Cc1ccc(O)cc1)N1C[C@H](Cc2ccc(O)cc2)N(CC2CCCCCC2)C(=O)C1=O
    -3, -2
#32 CC1(C(=O)NS(=O)(=O)c2cccc(Cl)c2)CCN1C(=O)Cc1ccccc1 (stereo not given)
    0, 2
#33 NC(=O)c1[nH]cnc1N=NN(CCO)Cc1ccccc1
    -3, -4
#34 COCCCNC(=O)c1csc([C@@H]2C[C@H](O)[C@@H](CO)O2)n1
    -4, 7
#35 CCCCC[C@@H](C)N1C[C@@H](COCc2ccccc2)Oc2cc(N3CCC[C@H]3CO)ccc2S1(=O)=O
    35, 3
#36 CC1(C(=O)Nc2cccc(OC(F)(F)F)c2)Cc2c(-c3ccc4c(c3)OCO4)ccnc2O1 (stereo not given)
    -2, -1
#37 CO[C@H](C(=O)N(C)C[C@@H]1OCc2ccccc2-c2c(n(C)c3ccccc23)C(=O)N([C@H](C)CO)C[C@@H]1C)c1ccccc1
    -14, -14
#38 Cc1cnc2nc(-c3ccccc3)ccc2c1
    -11, 1
#39 COc1cc(-c2coc3c(C(=O)NCc4ccc(N(C)C)cc4)cccc23)ccc1O
    12, 2
#40 Fc1cccc(Cc2c(-c3cccc(Br)c3)nc3ccc(Br)cn23)c1
    -10, 4

Compounds shown so far with a furan ring, fused or not:
Fields: EBI2 antag, CXCR6 block
#1 CC(C)C1C(=O)N(Cc2cn(Cc3ccco3)nn2)CCS(=O)(=O)N1Cc1ccc(-c2ccccc2)cc1 (stereo not given)
    19, 4
#3 Cc1nnc(Cc2ccco2)c2n[nH]c(C)c12
    -5, 3
#30 COC(=O)c1ccc(N2C(c3cc(OC)cc(OC)c3)=Cc3ccc(OC)cc3C2CC(=O)c2ccco2)cc1 (stereo not given)
    -10, -5
#39 COc1cc(-c2coc3c(C(=O)NCc4ccc(N(C)C)cc4)cccc23)ccc1O
    12, 2

New compounds follow:
Fields: EBI2 antag, CXCR6 block
#41 COc1ccccc1C(=O)NCCN1CCCC1
    -10, 0
#42 COC(=O)c1ccc2nc(-c3ccc(C)cc3)c(Cc3cccc(Cl)c3)n2c1
    37, 11
#43 CC1(C(=O)NCc2cccc(C(F)(F)F)c2)CCN1C1Cc2ccccc2C1 (stereo not given)
    8, -2
#44 COc1ccc(CNC(=O)COC(=O)c2c(NC(C)=O)sc(C)c2C)cc1OC
    -7, -5
#45 COc1ccccc1N1CCN(S(=O)(=O)CCNC(=O)c2cccs2)CC1
    -19, -2
#46 Cc1c(C(=O)NCCN(C)C)n(C)c(=O)c2ccccc12
    3, 0
#47 CC(C)(C)CNC(=O)C1(C)CCN1C(=O)C1(c2ccccc2)CC1 (stereo not given)
    1, 2
#48 O=S(=O)(c1ccc(F)c(F)c1)N1CCCCCCC1
    -5, 2
#49 COc1ccccc1S(=O)(=O)N(C)C[C@@H]1OCc2cnnn2CCCC(=O)N([C@@H](C)CO)C[C@@H]1C
    -4, 5
#50 CN(Cc1ccc(Cl)cc1)C(C(=O)NC1CCCCC1)c1ccnc2ccccc12 (stereo not given)
    4, 8
#51 CCNC(=O)C1(C)CCCN(Cc2cc(-c3ccccc3)n(C)n2)C1 (stereo not given)
    -3, -10
#52 CN[C@@H](C)C(=O)NC[C@H]1O[C@@H](n2cnc3c(=O)[nH]c(N)nc32)[C@H](O)[C@@H]1O
    -6, -2
#53 COCOc1cccc(CN2CCC2(C)C(=O)Nc2ccc(C)cc2)c1 (stereo not given)
    4, -8
#54 O=C(NC1CCCCC1)C1c2ccccc2OCC(=O)N1Cc1ccc2c(c1)OCO2 (stereo not given)
    -5, -6
#55 CC(C)N(C(=O)Cn1cc(S(=O)(=O)CC(=O)NCCc2ccccc2)c2ccccc21)C(C)C
    4, -6
#56 Cc1cc(C)c2c(=O)n3c(nc2c1)C(CC(C)C)NC(=O)c1cc2ccccc2cc1-3 (stereo not given)
    77*, 2
#57 C[C@H](CO)N1C[C@H](C)[C@@H](CN(C)S(=O)(=O)c2cn(C)cn2)OCc2cnnn2CCCC1=O
    -12, -4
#58 O=C(CC[C@H]1O[C@@H](n2ccc(=O)[nH]c2=O)[C@H](O)[C@@H]1O)NCCN1CCOCC1
    -2, 0
#59 CCOC1=C2CN(S(=O)(=O)c3ccc(C)cc3)[C@H](c3ccccc3)C[C@H]2[C@H]2C(=O)N(c3ccccc3)C(=O)[C@H]2C1
    -2, -3
#60 Cc1ccc(S(=O)(=O)N2[C@@H](c3cccc(Cl)c3)C(C(=O)OC(C)(C)C)=CC[C@H]2c2ccc(C(C)C)cc2)cc1
    -6, 3

Reformatted screen by screen: three of the compounds above
(54) O=C(NC1CCCCC1)C1c2ccccc2OCC(=O)N1Cc1ccc2c(c1)OCO2 (stereo not given)
(56) Cc1cc(C)c2c(=O)n3c(nc2c1)C(CC(C)C)NC(=O)c1cc2ccccc2cc1-3 (stereo not given)
(60) Cc1ccc(S(=O)(=O)N2[C@@H](c3cccc(Cl)c3)C(C(=O)OC(C)(C)C)=CC[C@H]2c2ccc(C(C)C)cc2)cc1

entry no.	54	56	60
EBI2 antag	-5	77*	-6
CXCR6 block	-6	2	3

(next part)
Fields: EBI2 antag, CXCR6 block
#61 CC(=O)NC(c1ccc(F)c(F)c1)c1nc(-c2ccc(F)c(Cl)c2)cs1 (stereo not given)
    -7, -6
#62 CC1(Cc2ccccc2OC(F)(F)F)C(=O)Nc2ccc(-c3ccsc3)cc21 (stereo not given)
    15, -3
#63 CCN(CC)C(=O)c1cccc(-c2csc(C(C)(O)c3ccncc3)n2)c1 (stereo not given)
    4, -3
#64 CC1(C(=O)Nc2ccc3c(c2)OCCO3)CCN1Cc1ccc(-c2ccccn2)cc1 (stereo not given)
    11, 3
#65 CCCCN1CCCCC1(C)C(=O)NCc1cccc(OC)c1 (stereo not given)
    -4, -4
#66 CCCCNC(=O)C1(C)CCN1C(=O)c1ccc2c(c1)CCO2 (stereo not given)
    -6, -4
#67 Cc1ccc([C@H]2N[C@]3(CCCN(Cc4ccc(F)cc4)C3=O)[C@H]3C(=O)N(Cc4ccccc4)C(=O)[C@@H]23)cc1
    1, -2
#68 Cc1cc(C)n(CCNC(=O)[C@H]2O[C@@H](n3ccc(=O)[nH]c3=O)[C@H](O)[C@@H]2O)n1
    -9, -9
#69 COc1ccc(OC)c(NC(=O)C2(C)CCN2CCc2ccccc2)c1 (stereo not given)
    11, 1
#70 CC(C)Nc1ncnc2c1ncn2[C@H]1CN(Cc2ccco2)C[C@@H](CO)O1
    -11, -1
#71 COCCNC(=O)C1(C)CCN(C(=O)c2sc(-c3ccccc3)nc2C)C1 (stereo not given)
    -7, 6
#72 CCN(CC)C(=O)c1ccc2sc([C@@H]3O[C@H](CO)[C@H](O)[C@H](O)[C@H]3O)nc2c1
    -6, 6
#73 Cc1c(C(=O)NCc2cccc([N+](=O)[O-])c2)sc(=O)n1Cc1ccc(C(C)C)cc1
    10, 2
#74 Cc1cccc(NC(=O)c2cc([N+](=O)[O-])ccc2N2CCOCC2)c1C
    4, -3
#75 CC(C)CC1C(=O)N(Cc2cn(CC3CCCCC3)nn2)CCS(=O)(=O)N1Cc1ccc(-c2ccncc2)cc1 (stereo not given)
    -8, 3
#76 C[C@@H]1CN([C@H](C)CO)C(=O)CCCn2cc(nn2)CO[C@H]1CN(C)C(=O)Nc1ccc(C(C)(C)C)cc1
    -6, -8
